# TexasRed fluor: alters Texas Red total fluorescence, flagging assay interference; TRb/SRC2 Texas Red total fluorescence interference; Potency, µM (top dose mostly 106 µM), inactives show at the highest dose fluorescence change, negative = quenching; 280,000 tested, 0.29% active; AID 1479; active means well fitted curve in either direction with a large enough effect; inconclusive means small, poorly fitted or top-dose-only effect
#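 Flags fluorescent or light-absorbing compounds by total fluorescence, S + 2P, at 555 nm excitation and 632 nm emission. Mixture: 20 nM Texas Red SRC2 peptide, 0.6 uM human TRb LBD, 1 uM T3, 5% DMSO; compound exposure 5 h at ambient temperature.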
# GAA spleen mod: inhibitors or activators of human alpha-glucosidase in spleen homogenate. P10253. human spleen homogenate, 4-MU-alpha-glucoside fluorescence. Potency, µM (titrated, usually from 79.9 µM), for inactives: top-dose activity change, negative = inhibition, hits mostly inhibitors. 240,000 tested, 0.006% active;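 further: 0% = enzyme with vehicle and -100% = no enzyme basal signal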
#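 Human spleen homogenate (1 ug) incubated with compounds and 1 mM 4-methylumbelliferyl-alpha-D-glucopyranoside in pH 5.0 citrate/phosphate buffer, 37 C, 40 min. Stopped at pH 10; 4-MU fluorescence (Ex 365/Em 440 nm); AC50 by Hill fit.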
# GoLoco inh red: inhibitors of human Gai1-RGS12 GoLoco interaction (red fluorophore); Potency, µM (series often up to 61.6 µM), for inactives: at the top dose activity, negative = inhibition, hits mostly inhibitors; Gai1:RGS12 GoLoco peptide FP, rhodamine, 10 min; 230,000 tested, 0.44% active; active means well fitted inhibition curve with a large enough effect, not every such curve was filed as active; inactive means no such curve, though single readings can be large or run the other way; further: nearly all actives have a fitted effect of over 30% in size; many of its hits are not listed in these tables
# Target sequence (P63096 whole entry, looked up): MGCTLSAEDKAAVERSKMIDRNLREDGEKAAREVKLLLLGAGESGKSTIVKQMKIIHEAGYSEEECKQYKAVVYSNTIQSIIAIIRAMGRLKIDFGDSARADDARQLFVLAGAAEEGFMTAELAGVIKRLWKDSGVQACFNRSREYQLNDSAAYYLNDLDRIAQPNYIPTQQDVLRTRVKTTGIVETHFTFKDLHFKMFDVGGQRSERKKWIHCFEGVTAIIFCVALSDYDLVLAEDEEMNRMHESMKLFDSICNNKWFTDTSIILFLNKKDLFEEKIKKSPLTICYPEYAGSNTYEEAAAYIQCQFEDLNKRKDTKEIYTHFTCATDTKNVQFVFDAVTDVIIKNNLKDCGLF
# L3MBTL1 block: L3MBTL1 (human) inhibition | Q9Y468 | 230,000 tested, 0.66% active | Potency, µM (top dose mostly 57.1 µM), for inactives: top-dose activity, negative = inhibition, most hits filed as inhibitors | AID 485360 | AlphaScreen L3MBTL1–H3K9me1 peptide binding; further: nearly all actives have a fitted effect of over 60% in size
#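 L3MBTL1 50 nM + b-AHA-H3(1-15)K9me1 75 nM, 30 min RT; compound added, 30 min RT; streptavidin donor/Ni-chelate acceptor beads 10 ug/mL each final, 30 min RT dark; AlphaScreen read.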
# RECQ1 inh: inhibitors of human RECQ1 DNA helicase; Potency, µM (titrated, usually from 57.3 µM), without a hit: at the highest dose activity, negative = inhibition, most hits filed as inhibitors; RECQ1 DNA unwinding, red fluorescence kinetic read; AID 2549; 240,000 tested, 0.54% active;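 further: plate controls were vehicle for no effect and no enzyme for full effect; nearly all actives have a fitted effect of over 30% in size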
#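 RECQ1T1 50 nM; forked duplex (20 bp + 30-nt ss tails) 200 nM, ATP 2 mM final; pH 8.0, 2 mM MgCl2, 2.5 ug/ml poly(dI-dC); 15 min compound preincubation; discontinuous kinetic read over 2 h at RT.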
# TRb SRC2 PPI: inhibitors of human thyroid hormone receptor beta-SRC2 interaction; P10828; TRbeta-SRC2 peptide binding, fluorescence polarization; receptor liganded with 1 µM T3; Potency, µM (doses to about 106 µM), for inactives: top-dose activity change, negative = inhibition, hits mostly inhibitors; 280,000 tested, 0.065% active; AID 1469;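 further: plate controls were bound peptide for no effect and peptide without receptor for full effect; nearly all actives have a fitted effect of over 50% in size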
# Target sequence (P10828 whole entry, looked up): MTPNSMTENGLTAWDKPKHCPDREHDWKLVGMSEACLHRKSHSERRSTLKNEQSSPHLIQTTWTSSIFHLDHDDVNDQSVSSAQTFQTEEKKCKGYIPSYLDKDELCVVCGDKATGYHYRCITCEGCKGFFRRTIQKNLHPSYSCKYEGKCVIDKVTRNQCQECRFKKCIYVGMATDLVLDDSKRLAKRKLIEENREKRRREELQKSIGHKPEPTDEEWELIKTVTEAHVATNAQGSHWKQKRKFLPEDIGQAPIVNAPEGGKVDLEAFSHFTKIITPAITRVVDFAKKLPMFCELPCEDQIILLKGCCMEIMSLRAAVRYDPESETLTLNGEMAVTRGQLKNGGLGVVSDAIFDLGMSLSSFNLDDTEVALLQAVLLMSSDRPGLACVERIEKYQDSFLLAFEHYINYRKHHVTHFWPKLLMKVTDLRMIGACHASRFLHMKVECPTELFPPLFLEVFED
#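 Polarization signal, normalized between peptide-alone and full complex controls, measured compound effects on T3-liganded human TRb LBD (0.6 uM) binding 20 nM Texas Red SRC2 peptide after 5 hr.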
# GAA glycogen: inhibitors or activators of human alpha-glucosidase glycogen cleavage | recombinant GAA, glycogen substrate, Amplex Red glucose oxidase fluorescence | P10253 | 300,000 tested, 0.38% active | Potency, µM (series often up to 76.4 µM), inactives show at the highest dose activity change, negative = inhibition, actives largely listed as inhibitors;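 further: 0% = full enzyme reaction and -100% = no-enzyme basal signal; the screen sought inhibitors and activators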
#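 Recombinant enzyme (4 nM final) with compounds titrated up to 77 uM and bovine liver glycogen (30 ug) in citrate pH 5.0, 0.01% Tween-20, 37 C 40 min. Released glucose detected by Amplex Red/glucose oxidase (Ex 573/Em 610); AC50 from Hill fits.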
# GAA inh: inhibitors of human lysosomal alpha-glucosidase; purified human GAA, 4-MU-alpha-glucoside fluorescence; 200,000 tested, 0.005% active; Potency, µM (top dose mostly 76.9 µM), inactives show at the highest dose activity change, negative = inhibition, usual class: inhibitors; P10253;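 further: plate controls were uninhibited enzyme wells for no effect and no-enzyme background for full effect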
#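 qHTS format, compound range up to 77 uM. Human lysosomal enzyme at 4 nM, 400 uM 4-MU glucoside substrate, pH 5.0, 20 min room temperature; fluorescence after alkaline stop gives activity normalized to controls.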
# An asterisk follows results filed as active; i = inactive; ? = inconclusive; · = not tested or not shown; & = joins results of further samples; [ ] = dose if it differs, or a comment. Unless noted, the call rests on the fitted dose curve; in most records, active means well fitted curve in the direction sought with a large enough effect; inconclusive means small, poorly fitted or top-dose-only effect, or another doubt; inactive means no such curve, though single readings can be large; an effect the other way counts as inactive or inconclusive. Unless noted, on the % scale 0 is the no-effect control and ±100 the full control effect; potency means the concentration at half of the fitted maximal effect. Some of the compounds tested, so the mix of outcomes need not match the whole.
# A first look, six compounds:
SMILES,TexasRed fluor,GAA spleen mod,GoLoco inh red,L3MBTL1 block,RECQ1 inh,TRb SRC2 PPI,GAA glycogen,GAA inh
Cc1cc(N(CCCl)CCCl)ccc1/C=N/NC(=O)c1ccco1,·,-22%,15%,38%[activator],-11%,·,0%,-3%
Cn1c(O)c(N=Nc2ccc(S(=O)(=O)N3CCOCC3)cc2)c(=O)n(C)c1=O,-1%,?,·,-6%,1%,-5%,13%,3%
CCOc1ccc(-n2c(O)c(C=Nc3ccc(NC(C)=O)cc3)c(=O)[nH]c2=O)cc1,-4%,-3%,5%,18%,-3%,5%,4%,·
CCCN1CCC[C@@H]2Cc3n[nH]cc3C[C@H]21,-3%,-12%,4%,·,-3%,4%,·,·
CC12CN3CC(C)(CN(C1)P3(=O)Oc1ccccc1)C2=O (configuration not stated),0%,-4%,10%,-5%,7%,3%,-6%,-11%
Cc1cc(Cl)ccc1C(=O)C1CCCN(C2CCSCC2)C1 (configuration not stated),-10%,1%,9%,8%,i,1%,-4%,11%

# The whole of this part, previewed entries included:
SMILES,TexasRed fluor,GAA spleen mod,GoLoco inh red,L3MBTL1 block,RECQ1 inh,TRb SRC2 PPI,GAA glycogen,GAA inh
Cc1cc(N(CCCl)CCCl)ccc1/C=N/NC(=O)c1ccco1,·,-22%,15%,38%[activator],-11%,·,0%,-3%
Cn1c(O)c(N=Nc2ccc(S(=O)(=O)N3CCOCC3)cc2)c(=O)n(C)c1=O,-1%,?,·,-6%,1%,-5%,13%,3%
CCOc1ccc(-n2c(O)c(C=Nc3ccc(NC(C)=O)cc3)c(=O)[nH]c2=O)cc1,-4%,-3%,5%,18%,-3%,5%,4%,·
CCCN1CCC[C@@H]2Cc3n[nH]cc3C[C@H]21,-3%,-12%,4%,·,-3%,4%,·,·
CC12CN3CC(C)(CN(C1)P3(=O)Oc1ccccc1)C2=O (configuration not stated),0%,-4%,10%,-5%,7%,3%,-6%,-11%
Cc1cc(Cl)ccc1C(=O)C1CCCN(C2CCSCC2)C1 (configuration not stated),-10%,1%,9%,8%,i,1%,-4%,11%
CCC1CN(C)CCC1(OC(C)=O)c1ccccc1 (configuration not stated),-1%,-11%,2%,4%,-4%,4%,0%,-6%
Cn1cc(C=C(C#N)C#N)c2ccccc21,0%,-17%,11%,-10%,-4%,-18%,-6%,-1%
Oc1ccc2c3c1O[C@H]1[C@@H](O)CC[C@@]4(O)C(C2)N(CC2CCC2)CCC314 (some centres not stated),2%&1%,15%&0%,12%&-7%,·,i,5%&3%,·,·
O=C(CCl)NCC1CCCO1 (configuration not stated),3%,6%,7%,4%,i,4%,6%,-1%
N#CC(C#N)=Cc1ccc(C=C(C#N)C#N)cc1,-2%,-5%,29%,-10%,-18%,-10%,-6%,-2%
O=c1ccn([C@@H]2O[C@H](COP(=O)(O)OP(=O)(O)O)[C@@H](O)[C@H]2O)c(=O)[nH]1,?,14%&5%,-8%&7%,·,12%&5%,-4%&-10%,·,·
CC(C)CN(C(=O)CN1CC=C(c2ccccc2)CC1)c1c(N)n(CC(C)C)c(=O)[nH]c1=O,0%,-1%,7%,4%,i,1%,?,·
CN1CCN(CCC(=O)OC2CC3CCC(C2)N3C)CC1 (configuration not stated),0%,-3%,-5%,6%,-4%,-1%,4%,2%
CN1CCCCC1c1ccc(-c2cccnc2)nc1 (configuration not stated),0%&-5%&0%,5%&-1%&-8%,-2%&12%&-18%,7%,?,8%&-10%&-10%,17%,·
O=P(O)(Oc1ccccc1)OC(c1ccccc1)C(F)(F)C(F)(F)F (configuration not stated),4%,4%,3%,-3%,i,10%,-3%,6%
Cc1ccc(P(=S)(c2ccc(C)o2)N2CCOCC2)o1,-1%,4%,0%,-11%,-2%,-11%,0%,?
CCCCC(CC)CNCC(O)c1ccccc1 (configuration not stated),1%,6%,1%,4%,-3%,3%,1%,-10%
COc1cc(OC)c(C=O)c(OC(=O)N(C)C)c1,-1%,3%,2%,-5%[11.4 µM],i,-5%,20%,5%
Cc1ccc(N2C(=O)NC(=O)/C(=C/c3cnc(-c4ccccc4)nc3)C2=O)cc1C,4%,8%,85%[activator],-1%,-9%,-5%,-14%,-5%
OC(COCc1ccc(Cl)cc1)CN1CC=C(c2ccccc2)CC1 (configuration not stated),3%,3%,-8%,5%,-1%,5%,23%,-8%
C=CCn1c(O)c(C(C)=NCCc2c[nH]c3ccccc23)c(=O)[nH]c1=O,-2%,5%,2%,·,-10%,-12%,7%,·
CCc1ccc(-n2c(O)c(C(C)=O)c(=O)[nH]c2=O)cc1 (tested in a mixture with another compound),1%,0%,5%,3%,-1%,3%,3%,·
CC12CNCC(C)(CNC1)C2O (configuration not stated),-4%,-1%,0%,-10%,-11%,-1%,2%,-5%
O=c1c2ccccc2nc(-c2ccco2)n1-c1ccc(Br)cn1,-2%,-8%,7%,0%,-6%,-13%,3%,-6%
# Other compounds.
SMILES,TexasRed fluor,GAA spleen mod,GoLoco inh red,L3MBTL1 block,RECQ1 inh,TRb SRC2 PPI,GAA glycogen,GAA inh
CC(C)n1c(=O)c(C=Nc2ccc(Cl)cc2)c(O)n(Cc2ccco2)c1=O,-3%,4%,152%[activator],3%,1%,3%,3%,4%
CCOc1ccc(N=Cc2c(O)n(CCc3ccc(OC)c(OC)c3)c(=O)[nH]c2=O)cc1,2%,-6%,5%,·,0%,4%,-9%,·
Oc1cccc(/C=N/NP(=S)(c2ccccc2)c2ccccc2)c1,-8%,-4%,3%,·,-17%,1%,-7%,-18%
Cc1cc(OCCCC(=O)NCc2cccs2)ccc1Cl,1%,6%,-8%,23%,4%,11%,-5%,?
CC(=O)Nc1ccc(OC(=O)c2ccccc2N)cc1,-6%,-4%,5%,2%,-12%,-3%,-9%,9%
Cn1cccc1/C=C1/C(=O)NC(=O)N(Cc2ccccc2)C1=O,-4%,-1%,20%,-12%,-28%,-6%,-7%,-3%
C=CCN(c1ccc(C(=O)N(CC)CC)cc1)S(C)(=O)=O,-1%,4%,-8%,4%,-3%,2%,7%,2%
Cc1ccc2nc(C)n(-c3ccc(F)cc3)c(=O)c2c1,-2%,-18%,-5%,·,4%,-7%,4%,-3%
COc1ccccc1-n1c(-c2ccoc2)nc2ccccc2c1=O,6%,0%,-3%,1%,-1%,-1%,8%,-2%[15.4 µM]
O=CC(Cl)P(=O)(N1CCCCC1)N1CCCCC1 (configuration not stated),-1%,-5%,·,7%,-16%,0%,1%,1%
CCOCCCNC(=O)CN1C2CCC1CC(O)(c1ccc(OC)cc1)C2 (configuration not stated),-1%,3%,8%,2%,-6%,-2%,-3%,1%
C=CCn1c(O)c(/C=N/NC(=O)c2ccncc2)c(=O)[nH]c1=O,-6%,-6%,1%,·,-6%,-10%,-12%,·
CCCN1C[C@H](C)N([C@H](c2ccc(C(=O)N(CC)CC)cc2)c2cccc(OC)c2)C[C@H]1C,0%&0%,9%&-1%,3%&1%,·,15%&-2%,4%&4%,·,·
Clc1ccccc1C(c1ccccc1)(c1ccccc1)n1cccn1,-3%,2%,·,·,-14%,-4%,·,·
CC(=NCCCO)c1c(O)n(Cc2ccccc2)c(=O)[nH]c1=O,-2%,3%,5%,9%,1%,2%,1%,2%
O[C@@H]1[C@H](O)[C@H]2[C@@H](O)CCN2C[C@@H]1O,-1%,35µM*,1%,·,-2%,4%,·,·
C[N+]1(CC2COC(c3ccco3)O2)CCCCC1 (configuration not stated),-1%,-20%,-28%,·,-8%,-4%,2%,5%
S=P(Nn1cnnc1)(c1ccc(Br)cc1)c1ccc(Br)cc1,-3%,0%,1%,·,-21%,0%,-3%,-4%
CC(C)C(=O)Nc1ccc(S(=O)(=O)N2CC3CC(C2)c2cccc(=O)n2C3)cc1 (configuration not stated),-3%,3%,4%,3%,2%,-3%,13%,-17%[15.4 µM]
CCOP(=S)(OCC)Oc1cc(C)oc(=O)c1,0%,10%,-3%,-15%,-7%,2%,-2%,-6%
CC1NCCC2(O)CCCCC12 (configuration not stated),-2%,-4%,-1%,19%,i,1%,-6%,1%
O=[N+]([O-])c1ccc(Cl)c(Cl)c1,0%,8%,-18%,·,-4%,-4%,·,·
C[C@]12CC[C@H]3[C@@H](CCC4=CC(=O)CC[C@@H]43)[C@@H]1CC[C@@H]2O,?,-2%,-3%,1%,i,-13%,·,·
COC(=O)[C@@H]1C[C@H]2CC[C@H](O)C[C@H]2N1CC1CC1,-5%,-10%,4%,·,-1%,1%,·,·
CCCN1[C@H](C(=O)OC)C[C@@H]2CC[C@@H](O)C[C@@H]21,2%,-4%,17%,·,i,0%,·,·
# (cont.)
SMILES,TexasRed fluor,GAA spleen mod,GoLoco inh red,L3MBTL1 block,RECQ1 inh,TRb SRC2 PPI,GAA glycogen,GAA inh
CSc1ncc(/C=C2/C(=O)NC(=O)N(C)C2=O)cn1,2%,0%,-4%,-1%,?,-5%,-4%,-4%
CCCC(C)C(=O)NC1CCSC1=O (configuration not stated),0%,-1%,-4%,-1%,-5%,4%,-1%,-5%
O=P(O)(Oc1ccccc1)OC(c1ccccc1)C(F)(F)F (configuration not stated),-1%,-2%,13%,·,-4%,-3%,8%,3%
CCc1n[nH]c(CCN)n1,-1%,3%,9%,10%,-4%,0%,4%,·
CC(C)NC(C)Cc1ccc(I)cc1 (configuration not stated),-2%,-5%,-6%,3%,1%,10%,·,·
CC(C)(C)C(O)C(Oc1ccc(Cl)cc1)n1cncn1 (configuration not stated),-1%,-2%,8%,-2%,-5%,4%,-2%,-3%[15.4 µM]
CC(C#N)CCC#N (configuration not stated),0%,2%,3%,-7%,-1%,7%,·,·
c1ccc(-c2nnc(C3CC(c4cccnc4)=NO3)o2)cc1 (configuration not stated),-1%,4%,5%,·,-12%,-1%,-2%,·
Cc1ccccc1NC1(C#N)CCCCC1,-1%,·,-2%,9%,-6%,3%,-8%,-3%
CC1=C[C@@H]2c3cccc4[nH]cc(c34)C[C@H]2N(C)C1,5%,3%,-11%,·,-20%,-3%,23%,·
CN(C)c1ccc(C(=O)N/N=C/C23CC[C@@H](O)CC2(O)CC[C@@H]2[C@@H]3CCC3(C)C(C4=CC(=O)OC4)CCC23O)cc1 (some centres not stated),-7%,0%,12%,·,-7%,-3%,-3%,·

# Screening results as filed in PubChem BioAssay.
